Bioassay records as filed in PubChem BioAssay.
West Nile virus CPE: West Nile virus antiviral activity, cell-based, CPE readout (AID 1621) | West Nile virus-infected cells, CPE inhibition; higher % means a stronger effect | one-dose CPE inhibition, % at 10 µM; IC50 in µM for titrated hits | actives 0.02% (n = 290,000); in the data active = a potency from the dose series; also: strong numbers were not always called active
HIV peptide binding: inhibitors of HIV fusion peptide binding, primary screen, biochemical, uHTS, fluorescence dequenching (AID 1986). actives 0.3% (n = 290,000). cell-free peptide binding, fluorescence dequenching, 30 min; higher % means a stronger effect. inhibition, % at 20 µM; hits with a dose series show IC50 in µM; in the data active = inhibition mostly above about 52%, no sharp cut-off; inactive = mostly below about 76%; also: some results filed as inactive read as strong as hits
KOR beta-arrestin-1: KOR antagonists, beta-arrestin recruitment, cell-based, luminescence, uHTS (AID 1778); KOR beta-arrestin recruitment, luminescence, antagonist mode; higher % means a stronger effect; inhibition, % at 10 µM, or IC50 in µM where a hit was titrated; actives 0.091% (n = 290,000); in the data active = inhibition above about 50%; also: strong numbers were not always called active
GPR55 antagonists: GPR55 antagonists blocking LPI-driven arrestin recruitment, primary screen, imaging, U2OS, beta-arrestin-GFP, LPI agonist (AID 2013). actives 0.13% (n = 290,000). one-dose inhibition, % at 10 µM; IC50 in µM for titrated hits. U2OS GPR55 beta-arrestin-GFP translocation imaging, LPI antagonism; higher % means a stronger effect;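 active = spots per cell inhibited over 60%, with over 100 cells counted and total cytoplasm intensity under 500,000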;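 also: U2OS cells stably carrying GPR55 and arrestin-GFP stimulated by 5 µM LPI near EC80; imaged beta-arrestin-GFP aggregate spots per cell after agonist stimulation; plate controls were LPI-stimulated DMSO wells for no effect and DMSO wells without LPI for full effect; some results filed as inactive read as strong as hits; confirmed hits need IC50 under 10 µM and bright autofluorescent wells are also inconclusive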
NOD1 NF-kB reporter: inhibition of NOD1-driven NF-kB reporter – cell-based, luminescence, uHTS, primary screen (AID 1578) | NOD1-driven NF-kB luciferase reporter cells, luminescence; higher % means a stronger effect | inhibition, % at 4 µM; hits with a dose series show EC50 in µM | actives 1% (n = 290,000); in the data active = inhibition mostly above about 36%, no sharp cut-off; inactive = mostly below about 34%;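 also: HEK-293T reporter cells stimulated with the NOD1 agonist gamma-tri-DAP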
Dengue-2 NS5 capping: flavivirus cap methylation enzyme inhibition – biochemical, confirmation dose response, primary screen (AID 588689) | Dengue-2 NS5 methyltransferase capping enzyme assay, biochemical; higher % means a stronger effect | inhibition, % at 25 µM; hits with a dose series show IC50 in µM | actives 0.3% (n = 340,000); in the data active = a potency from the dose series
GPR35 arrestin U2OS: GPR35 antagonists blocking zaprinast-driven arrestin recruitment, primary screen, imaging, U2OS, beta-arrestin-GFP, zaprinast agonist (AID 2058) | U2OS GPR35 beta-arrestin-GFP translocation imaging, zaprinast antagonism; higher % means a stronger effect | one-dose inhibition, % at 10 µM; IC50 in µM for titrated hits | actives 0.052% (n = 290,000);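 active = inhibition of at least 50% with at least 30 cells and total cytoplasm GFP at most 10,000,000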
GPR55 beta-arrestin: GPR55 agonists via beta-arrestin recruitment, primary screen, imaging, U2OS cells, beta-arrestin-GFP redistribution (AID 1961). U2OS GPR55 beta-arrestin-GFP redistribution imaging; higher % means a stronger effect. activation, % at 10 µM; hits with a dose series show EC50 in µM. actives 0.048% (n = 290,000);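 active = activation above 40% with more than 50 cells counted in the well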;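 also: U2OS osteosarcoma cells stably expressing GPR55 and beta-arrestin-GFP; plate controls were DMSO negative control for no effect and LPI positive control for full effect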
KOR beta-arrestin-2: kappa opioid receptor activators – cell-based, luminescence, uHTS, primary screen (AID 1777). KOR beta-arrestin recruitment, luminescence; higher % means a stronger effect. activation, % at 10 µM, or EC50 in µM where a hit was titrated. actives 0.02% (n = 280,000); in the data active = activation above about 50%, passing the limit was not always enough; also: a part of the inactive calls stands beside numbers as strong as those of hits
Dengue-2 NS5 capping pilot replicate: also measured in Dengue-2 NS5 capping; calls as there; inhibition, %; measured here: pilot screen replicate inhibition
* hit, by the source's call; x = not tested or not shown; & = joins results of further samples; [ ] = dose if it differs, or a comment. Only part of the results is shown; count on the stated rates, not on these rows.

SMILES	West Nile virus CPE	HIV peptide binding	KOR beta-arrestin-1	GPR55 antagonists	NOD1 NF-kB reporter	Dengue-2 NS5 capping	GPR35 arrestin U2OS	GPR55 beta-arrestin	KOR beta-arrestin-2	others
CCCc1c(C(=O)N/N=C/c2ccccc2C(F)(F)F)nnn1-c1nonc1N	0.2%	2.2%	11%	7%	-1%	1%	-4%	0.3%	0.8%
O=C(Cn1ccc([N+](=O)[O-])n1)NCCc1c[nH]c2ccccc12	-0.4%	-1.9%	-1%	6%	-30%	-1%	-3%	-0.1%	-3.2%
COc1ccc(CNCCCSc2ncccn2)cc1OC	-0.5%	-1.2%	-54%[20 µM]	0%	0%	x	4%	-0.3%	0.4%
Cc1cc2nc(/N=C(\N)NC(=O)N3c4ccccc4Sc4ccccc43)nc(C)c2cc1C	-0.6%	0.1%	-25%	0%	7%	-4%&-8%	-2%	0.1%	3.0%
COc1cc(-c2n[nH]c(=S)n2-c2cc(C(F)(F)F)ccc2Cl)cc(OC)c1OC	-0.3%	1.6%	1%	2%	-21%	-11%	0%	-0.2%	1.3%
CC(=O)c1cccc(NC(=S)NCCc2ccc(Cl)cc2)c1	-0.8%	-0.2%	-39%[20 µM]	-5%	-25%	-11%	-12%	-0.1%	4.2%
COc1ccc(/C=C2\SC(=S)N(CCC(=O)NC3=NCCS3)C2=O)cc1OC	-0.6%	8.6%	30%	16%	9%	8%	-4%	-0.3%	1.8%
COc1ccc(/C=N/NS(=O)(=O)c2ccccc2)cc1OC	-0.2%	-0.7%	10%	3%	6%	3%	0%	0.4%	-1.7%
Nc1cc(-c2ccc(Br)cc2)nc2cc(-c3ccccc3)nn12	0.1%	0.1%	8%	6%	-10%	x	-1%	-0.3%	-6.7%
CCOC(=O)C(C)On1c(-c2ccc(Cl)cc2)nc2ccc([N+](=O)[O-])cc21 (stereo unspecified)	-0.4%	-2.2%	-27%	-10%	-26%	-5%	9%	0.0%	-0.6%
CN(CC(=O)Nc1ccccc1F)S(=O)(=O)c1ccc2c(c1)n(C)c(=O)c(=O)n2C	0.1%	-1.6%	4%	9%	-4%	-5%	-5%	-0.1%	0.5%
Cc1ccc(C)n1-c1nccc(-c2cccs2)n1	x	2.8%	4%	-3%	10%	5%	8%	0.0%	-0.3%	Dengue-2 NS5 capping pilot replicate=4.1
O=C(O)c1ccc(/C=N/NC(=O)c2cc(-c3ccc4c5c(cccc35)CC4)n[nH]2)cc1	0.5%	61%	-9%	4%	15%	8%	-6%	-0.3%	-1.6%
Cc1cccc(NC(=O)C(=O)C2C(=O)Nc3ccccc32)c1 (stereo unspecified)	0.0%	2.0%	12%	3%	9%	-2%	7%	-0.2%	2.6%
CCCCOc1ccc(OC(=O)Nc2cc(Cl)ccc2OC)cc1	-0.1%	-1.1%	14%	4%	-12%	-1%	4%	0.2%	0.5%
Cc1cc(N2C(=O)C3CCC(c4ccccc4)CC3C2=O)no1 (stereo unspecified)	0.1%	0.7%	-5%	10%	-18%	-7%	-13%	-0.2%	-4.9%
COc1ccc(C(=O)NCCNc2ccc([N+](=O)[O-])cc2)cc1	-0.4%	0.0%	-9%	-13%	-51%	-8%	-19%	-0.1%	-18%
O=C1CCN(Cc2ccccc2)CCN1[C@H](CO)c1ccccc1	-0.6%	1.5%	-17%[20 µM]	5%	-25%	-7%	7%	0.4%	-5.4%
O=C(Cn1c2[n+](c3ccc(C(F)(F)F)cc31)CCCCC2)Nc1c(F)cccc1F	-0.8%	-0.9%	x	7%	-14%	-5%	1%	-0.1%	x
O=C(CSCc1ccc(F)cc1)Nc1nc2c(s1)CCCC2	-0.4%	1.2%	2%	1%	-48%	-5%	10%	-0.1%	-0.5%
COc1cc(F)ccc1S(=O)(=O)n1c(C)nc2ccccc21	-0.8%	-0.2%	-25%[20 µM]	10%	19%	-9%	-1%	-0.1%	x	Dengue-2 NS5 capping pilot replicate=3.7
CCN(CC)CCn1c(NCc2ccc(OC)cc2)nc2ccccc21	-0.6%	1.4%	x	5%	-9%	-6%	4%	0.0%	x
CC(=O)N1c2c(cc(Br)cc2S(=O)(=O)N2CCOCC2)CC1C (stereo unspecified)	-0.6%	0.6%	22%	0%	-14%	-2%	14%	0.3%	0.7%
CCn1nnc(-c2ccccc2NC(=O)c2ccc(-n3cnnn3)cc2)n1	1.0%	1.2%	-9%	7%	x	1%	2%	-0.1%	-1.2%
Nc1cc[n+](CC(=O)c2ccccc2)cc1	-0.2%	0.8%	-13%[20 µM]	-15%	-8%	5%	-11%	-0.2%	-1.8%	Dengue-2 NS5 capping pilot replicate=-3.0
N/C(=N\NS(=O)(=O)c1cc(C(F)(F)F)cc(C(F)(F)F)c1)c1ccccn1	0.4%	0.3%	-13%	10%	-11%	-5%	1%	0.7%	-6.2%
CS(=O)(=O)N1CCC(C(=O)Nc2cc(Cl)ccc2Cl)CC1	1.1%	1.9%	-8%[20 µM]	2%	-11%	-3%	12%	-0.1%	x
O=C(/C=C/c1ccco1)OCc1nnc(-c2ccccc2)o1	0.4%	8.6%	-11%	3%	-20%	-3%	-16%	0.0%	-0.2%
CCCCC(=O)Nc1c(O)c2ccccc2[nH]c1=O	0.4%	-3.9%	-96%	-1%	20%	0%	4%	-0.1%	-3.8%
COc1ccc(C(=O)NCC(=O)OCC(=O)Nc2cc(OC)ccc2OC)cc1	0.2%	-1.5%	-2%	-1%	-5%	10%	9%	-0.2%	0.5%
Cc1cccc(CSc2nc3nc(C)cc(C)n3n2)c1	-0.5%	0.8%	9%	8%	-5%	-8%	6%	0.3%	-0.3%
COc1cccc(/C=N/Nc2ncc(C(F)(F)F)cc2Cl)c1O	-2.0%	-1.6%	-18%	-2%	-17%	-4%	16%	0.2%	1.5%
COc1cccc(N2CC(C(=O)Nc3nnc(SCC(=O)N4CCOCC4)s3)CC2=O)c1 (stereo unspecified)	0.5%	3.7%	20%	9%	-19%	-4%	7%	-0.1%	4.4%
COC(=O)c1cc(S(=O)(=O)N2CCOCC2)c(Cl)cc1N1CCOCC1	-0.1%	0.2%	17%	-2%	-15%	-2%	3%	0.0%	-4.2%	Dengue-2 NS5 capping pilot replicate=-1.5
COc1ccc(NC(=O)C2CCN(S(=O)(=O)c3ccc4[nH]c(=O)oc4c3)CC2)c(OC)c1	0.3%	-3.0%	5%	7%	-26%	-4%	-1%	-0.1%	-3.9%
CCn1c(=S)sc2c(=O)n(CC(=O)Nc3cccc(Br)c3)c(C)nc21	-0.6%	0.6%	-11%	6%	-24%	-7%	7%	-0.1%	-7.4%
CCOc1ccc(C(=O)NCc2ccco2)cc1Cl	-0.5%	-1.7%	0%	0%	11%	-6%	12%	-0.2%	-3.1%
COC(=O)CN(c1ccc(Cl)cc1C)S(C)(=O)=O	0.6%	0.5%	-2%	7%	-31%	1%	-8%	0.6%	-8.7%
CC1CN(C(=O)CN2C(=O)NC(C)(c3ccccc3)C2=O)CC(C)O1 (stereo unspecified)	-0.2%	-0.2%	4%	0%	-10%	-6%	4%	-0.2%	1.5%
COc1ccc(N(CC(=O)Nc2cccc(N(C)S(C)(=O)=O)c2)S(=O)(=O)c2ccccc2)cc1Cl	-0.9%	-0.5%	-16%	-9%	44%	-6%	14%	-0.1%	4.8%
Cc1ccc(OCCn2cncn2)c([N+](=O)[O-])c1	-0.4%	0.5%	-13%[20 µM]	-11%	-7%	-6%	-8%	1.1%	-2.3%
Cc1cc2c(cc1[N+](=O)[O-])NC(CNC(C)C)CC2 (stereo unspecified)	0.3%	1.4%	37%	6%	-1%	-3%	-14%	0.3%	8.0%
CCOC(=O)CN1C(=O)/C(=C2\SC(=S)N(NC(=O)c3cccnc3)C2=O)c2ccccc21	-0.5%	0.6%	-28%[20 µM]	-12%	-5%	-2%	-6%	0.5%	1.5%
COc1ccc2nc(NC(=O)CNS(=O)(=O)c3cccs3)sc2c1	-0.5%	0.9%	10%	15%	-7%	0%	6%	-0.2%	-1.5%
O=C(c1cn(-c2ccc(Cl)c(Cl)c2)nn1)C1CC1	-0.2%	-0.6%	6%	2%	-25%	-4%	5%	0.6%	-4.9%

Pulled one by one from the list above (three):
SMILES	West Nile virus CPE	HIV peptide binding	KOR beta-arrestin-1	GPR55 antagonists	NOD1 NF-kB reporter	Dengue-2 NS5 capping	GPR35 arrestin U2OS	GPR55 beta-arrestin	KOR beta-arrestin-2	others
CCOc1ccc(C(=O)NCc2ccco2)cc1Cl	-0.5%	-1.7%	0%	0%	11%	-6%	12%	-0.2%	-3.1%
COc1cccc(N2CC(C(=O)Nc3nnc(SCC(=O)N4CCOCC4)s3)CC2=O)c1 (stereo unspecified)	0.5%	3.7%	20%	9%	-19%	-4%	7%	-0.1%	4.4%
COc1cccc(/C=N/Nc2ncc(C(F)(F)F)cc2Cl)c1O	-2.0%	-1.6%	-18%	-2%	-17%	-4%	16%	0.2%	1.5%

Of the compounds above, these contain a thiophene ring, fused or not.
SMILES	West Nile virus CPE	HIV peptide binding	KOR beta-arrestin-1	GPR55 antagonists	NOD1 NF-kB reporter	Dengue-2 NS5 capping	GPR35 arrestin U2OS	GPR55 beta-arrestin	KOR beta-arrestin-2	others
Cc1ccc(C)n1-c1nccc(-c2cccs2)n1	x	2.8%	4%	-3%	10%	5%	8%	0.0%	-0.3%	Dengue-2 NS5 capping pilot replicate=4.1
COc1ccc2nc(NC(=O)CNS(=O)(=O)c3cccs3)sc2c1	-0.5%	0.9%	10%	15%	-7%	0%	6%	-0.2%	-1.5%

Continued.
SMILES	West Nile virus CPE	HIV peptide binding	KOR beta-arrestin-1	GPR55 antagonists	NOD1 NF-kB reporter	Dengue-2 NS5 capping	GPR35 arrestin U2OS	GPR55 beta-arrestin	KOR beta-arrestin-2	others
COCC(=O)N(Cc1cc2cc(OC)ccc2[nH]c1=O)c1ccccc1OC	0.2%	-4.1%	-10%	0%	-19%	24%	5%	-0.2%	-1.8%
Cc1[nH]c2ccccc2c1C(=O)COC(=O)c1cccc(S(=O)(=O)N2CCCCC2)c1	-0.7%	1.7%	-34%	14%	-1%	-3%	13%	-0.3%	8.9%
Cc1cc(C(F)(F)F)n2ncc(-c3ccccc3)c2n1	0.8%	0.5%	10%	-6%	-21%	4%	-8%	-0.1%	-1.5%
Nc1cc(N)nc(SCC(=O)N2CCN(S(=O)(=O)c3ccccc3)CC2)n1	0.4%	0.2%	7%	3%	-6%	-2%	-5%	0.0%	-0.3%
CCOc1ccccc1NC(=O)Nc1cc(S(=O)(=O)N(C)C)ccc1C	-0.4%	1.0%	-8%	-2%	-7%	12%	13%	0.1%	1.0%
CC(C)c1ccc(N(CC(=O)NC2CCCCC2)C(=O)CCC(=O)Nc2ccccn2)cc1	0.3%	1.7%	-37%	-2%	-28%	-5%	-4%	-0.2%	-0.8%
CCOC(=O)c1ccc(N=Cc2c(O)c3ccccc3oc2=O)cc1	-0.8%	5.8%	-2%	-7%	1%	-3%	-1%	0.4%	-3.0%
Cc1ccnc(NC(=O)CSc2nnc3c(n2)[nH]c2ccccc23)c1	-0.4%	-0.9%	26%[20 µM]	-2%	-23%	x	20%	-0.2%	-0.6%
